M4 ag = human M4 muscarinic receptor agonists, primary screen, CHO-K1 cells, Fluo-8 calcium fluorescence; CHO-K1 hM4/Gqi5; vehicle 0%, full acetylcholine response 100%; activation, % at 3 µM; 360,000 compounds, 0.14% hits; AID 624127, 2012;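 active means activation above the run mean over all test wells plus 3 SD, cut at about 32% in these data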;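 further: peak over basal fluorescence ratio per well then scaled between controls; 0% = DMSO wells and 100% = acetylcholine at EC100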
Target sequence (P08173 whole entry, looked up): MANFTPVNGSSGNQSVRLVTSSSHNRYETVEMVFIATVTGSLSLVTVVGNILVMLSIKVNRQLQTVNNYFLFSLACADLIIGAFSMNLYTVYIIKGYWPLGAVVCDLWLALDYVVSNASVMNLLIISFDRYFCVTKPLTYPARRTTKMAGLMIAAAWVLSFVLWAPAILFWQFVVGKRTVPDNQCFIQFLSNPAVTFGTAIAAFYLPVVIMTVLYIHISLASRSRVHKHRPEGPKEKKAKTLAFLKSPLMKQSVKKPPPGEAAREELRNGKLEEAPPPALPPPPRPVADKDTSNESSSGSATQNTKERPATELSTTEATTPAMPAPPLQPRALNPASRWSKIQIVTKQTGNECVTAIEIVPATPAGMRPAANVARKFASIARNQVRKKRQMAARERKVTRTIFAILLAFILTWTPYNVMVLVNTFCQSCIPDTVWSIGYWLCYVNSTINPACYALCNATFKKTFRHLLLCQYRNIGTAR
CHRM5 antagonist = human M5 muscarinic receptor antagonists, primary screen, CHO cells, Fluo-8 calcium fluorescence. Muscarinic acetylcholine receptor M5 (Homo sapiens), P08912. 360,000 compounds, 0.59% hits. inhibition, % at 3 µM. CHO-hM5 cells, ACh EC80;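 active means inhibition above a per-plate cutoff, the mean of that plate's test compounds plus 3 SD, cut at about 27% in these data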;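 further: 0% = acetylcholine EC80 with DMSO and 100% = DMSO without agonist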
Target sequence (P08912 whole entry, looked up): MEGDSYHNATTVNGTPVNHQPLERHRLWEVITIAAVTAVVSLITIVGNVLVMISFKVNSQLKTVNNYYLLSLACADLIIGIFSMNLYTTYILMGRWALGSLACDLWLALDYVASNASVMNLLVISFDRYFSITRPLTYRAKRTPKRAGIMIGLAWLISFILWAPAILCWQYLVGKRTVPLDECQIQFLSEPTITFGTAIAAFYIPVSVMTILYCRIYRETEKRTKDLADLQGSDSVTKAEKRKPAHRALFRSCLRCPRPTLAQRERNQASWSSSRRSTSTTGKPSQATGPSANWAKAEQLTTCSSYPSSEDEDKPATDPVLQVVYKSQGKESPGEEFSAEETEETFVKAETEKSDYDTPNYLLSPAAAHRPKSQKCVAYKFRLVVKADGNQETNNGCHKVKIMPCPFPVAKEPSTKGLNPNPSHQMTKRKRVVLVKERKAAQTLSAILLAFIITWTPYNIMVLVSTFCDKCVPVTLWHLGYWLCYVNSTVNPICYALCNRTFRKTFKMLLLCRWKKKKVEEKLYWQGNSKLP
M4 PAM = human M4 muscarinic receptor positive allosteric modulators, primary screen, CHO-K1 cells, Fluo-8 calcium fluorescence; AID 624126, 2012; 360,000 compounds, 0.4% hits; Muscarinic acetylcholine receptor M4 (Homo sapiens), P08173; activation, % at 3 µM; CHO-K1 hM4/Gqi5, ACh EC20; 0% = ACh EC20, 100% = maximal ACh;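 active means activation above its plate's cutoff, the mean activation of sample wells plus 3 SD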; further: some results filed as inactive read as strong as hits
CRFBP-R2 block = antagonists of CRF-BP/CRF-R2 complex, primary screen, cell-based, HEK293, calcium dye fluorescence, uHTS; CRF-induced calcium fluorescence; inhibition, % at 11.8 µM; 350,000 compounds, 0.59% hits;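 active means inhibition of the ligand-induced calcium signal above about 50% at the single tested concentration, limit read from the data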
M1 PAM = human M1 muscarinic receptor positive allosteric modulators, primary screen, CHO-K1 cells, Fluo-8 calcium fluorescence, 1536-well | activation, % at 3 µM | 360,000 compounds, 0.088% hits | CHO-K1 hM1, ACh EC20; 0% = ACh EC20, 100% = maximal ACh; in the data active means activation above about 19%, passing the limit was not always enough
CHRM5 PAM = human M5 muscarinic receptor positive allosteric modulators, primary screen, CHO-K1 cells, Fluo-8 calcium fluorescence | Muscarinic acetylcholine receptor M5 (Homo sapiens), P08912 | CHO-K1 hM5, ACh EC20 PAM; 0% = ACh EC20, 100% = ACh EC100 | activation, % at 3 µM | 360,000 compounds, 0.3% hits | AID 624038, 2012;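 active means activation above the run cutoff, the mean activation of all test compounds plus 3 SD, cut at about 18% in these data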
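Assay system: CHO-K1 hM5 cells. Also added: acetylcholine at EC20 concentration, added after compound. Dosing: 3 µM, single dose. Times: compound preincubation 140 s before EC20 acetylcholine addition. Signal: Fluo-8 calcium fluorescence. Measure: % activation relative to EC20 and EC100 ACh responses. Repeats: singlicate, one well per test compound.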
CRFBP-R2 agonist = agonists of CRF-BP/CRF-R2 complex, primary screen, cell-based, HEK293, calcium dye fluorescence, uHTS. CRF-binding protein / CRF receptor 2 complex (human). activation, % at 13.2 µM. calcium dye fluorescence (FLIPR); percent of saturating CRF peptide response. AID 588473, 2011. 350,000 compounds, 0.46% hits;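 active means activation of at least 50%, plus an integration ratio under a set limit after plate pattern correction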;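 further: plate controls were neutral control wells without compound for no effect and CRF at EC100 for full effect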
M5 ag = human M5 muscarinic receptor agonists, primary screen, CHO-K1 cells, Fluo-8 calcium fluorescence; activation, % at 3 µM; AID 624037, 2012; Muscarinic acetylcholine receptor M5 (Homo sapiens), P08912; CHO-K1 hM5 cells; 0% DMSO wells, 100% maximal acetylcholine response; 360,000 compounds, 0.19% hits;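 active means activation above the run's mean over test compounds plus 3 SD, cut at about 23% in these data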;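 further: signal is peak over basal fluorescence ratio across the kinetic read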
M4 antag = human M4 muscarinic receptor antagonists, primary screen, CHO cells, Fluo-8 calcium fluorescence; inhibition, % at 3 µM; Muscarinic acetylcholine receptor M4 (Homo sapiens), P08173; CHO-hM4 cells, ACh EC80; 360,000 compounds, 0.73% hits; AID 624125, 2012;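 active means inhibition above its plate's cutoff, the mean inhibition of sample wells plus 3 SD, cut at about 27% in these data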;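 further: 0% = acetylcholine EC80 with DMSO and 100% = DMSO without agonist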
* = called active by the depositor; nt = no result given. Rows were taken by chance; overall some 2.6% were active at least once.

Sequence of screens: M4 ag, CHRM5 antagonist, M4 PAM, CRFBP-R2 block, M1 PAM, CHRM5 PAM, CRFBP-R2 agonist, M5 ag, M4 antag
Cn1nc(C(=O)NNC(=O)CCc2ccccc2Cl)c2ccccc2c1=O
→ 3, 6, -5, 25, -1, -4, -1.0, 2, -7
CCN1C(=O)/C(=C2\C=Cc3cc(C)ccc3N2CC)OC1=S
→ 0, -1, -7, 5, 3, 1, -2.3, -1, 8
CCOc1ccc2nc(NC(=O)C3=NNC(=O)CC3)sc2c1
→ 4, 8, 11, -3, 1, -1, -3.2, 4, -2
Cc1nn(CC(=O)NNC(=S)Nc2ccccc2)c(C)c1[N+](=O)[O-]
→ 1, 1, 0, 2, 5, -7, 1.0, -1, 3
COc1ccc(NC(=O)C2C(=O)N(CCO)C3(C)CC2c2ccccc2O3)cc1 (stereo not drawn)
→ 1, 3, 12, -4, 5, 7, -4.5, 0, 1
COc1cc(OC)c(OC)cc1/C=N/Nc1ncnc2c1[nH]c1ccccc12
→ 1, 6, 5, 2, 4, -4, -1.3, -1, 1
CCOC(=O)c1cnn(-c2ccc(C(C)C)cc2)c1NC(=O)C1CCC1
→ 1, 0, -5, 26, 0, -7, 6.2, 0, 10
CC(C)C(=O)NC(C)C(c1cccs1)N1CCN(C)CC1 (stereo not drawn)
→ 1, 6, 1, -4, -2, -7, 1.1, -5, 6
O=c1[nH]c(COc2ccc(Br)cc2Cl)nc2ccccc12
→ 5, -5, 7, -3, 10, 6, 0.4, -1, -4
CC(C)N1CCN(Cc2cccn2-c2ccccn2)CC1CCO (stereo not drawn)
→ 1, -6, 3, 22, 6, 0, -1.6, -6, -11

Reprinted at random: 2 compounds from above.
Sequence of screens: M4 ag, CHRM5 antagonist, M4 PAM, CRFBP-R2 block, M1 PAM, CHRM5 PAM, CRFBP-R2 agonist, M5 ag, M4 antag
CCOC(=O)c1cnn(-c2ccc(C(C)C)cc2)c1NC(=O)C1CCC1
→ 1, 0, -5, 26, 0, -7, 6.2, 0, 10
O=c1[nH]c(COc2ccc(Br)cc2Cl)nc2ccccc12
→ 5, -5, 7, -3, 10, 6, 0.4, -1, -4

Further entries follow.
Sequence of screens: M4 ag, CHRM5 antagonist, M4 PAM, CRFBP-R2 block, M1 PAM, CHRM5 PAM, CRFBP-R2 agonist, M5 ag, M4 antag
CS(=O)(=O)c1ccccc1C(=O)Nc1cccc2ncccc12
→ 0, 9, -14, 2, -1, 2, 6.1, -1, 18
O=C(COc1coc(CN2CCN(c3ccccc3F)CC2)cc1=O)Nc1ccccc1
→ 0, 14, 0, -6, 1, -8, -1.5, -4, 2
Cc1csc2c(N3CCC(C(=O)O)CC3)ncnc12
→ 0, 19, -10, 17, 11, -3, -1.4, -1, 4
C/C(=N\NC(=S)NC1CCCCC1)c1ccc(C)o1
→ 1, 5, -3, -4, 3, -1, 3.8, -5, 0
CC(C)OCC1CO1 (stereo not drawn)
→ 2, 0, -2, 7, -4, -8, 5.7, 2, -8
Cc1ccnc(NS(=O)(=O)c2ccc3ccccc3c2)n1
→ 0, -2, 3, 43, 13, 5, -0.1, 1, -5
CCN(CCCNC(=O)Cn1cc2c(n1)CCCC2)c1cccc(C)c1
→ 3, -6, 6, 5, 22, -1, -3.7, -1, -19
CC1Cc2cc(S(=O)(=O)N3CCC(C(=O)N4CCCCC4)CC3)ccc2N1C(=O)C1CC1 (stereo not drawn)
→ 2, -4, -4, -4, -1, -1, -1.1, 0, -14
Cc1ccccc1NC(=O)Nc1nc(C2CCC(=O)N2)cs1 (stereo not drawn)
→ 3, -3, 3, nt, -5, 0, nt, 0, -8
COc1ccccc1NS(=O)(=O)c1cccc(C(=O)NCC2(N(C)C)CCCCC2)c1
→ 2, 2, 5, -6, 3, -2, 5.3, -3, 5

(list continues)
Sequence of screens: M4 ag, CHRM5 antagonist, M4 PAM, CRFBP-R2 block, M1 PAM, CHRM5 PAM, CRFBP-R2 agonist, M5 ag, M4 antag
CCOC(=O)c1sc2nc(C)nc(Nc3ccccc3)c2c1C
→ 0, -5, 5, -38, 10, -4, -2.9, -4, 0
O=C1OC(c2ccc(Cl)cc2)/C(=C(/O)c2ccccc2)C1=O (stereo not drawn)
→ 0, 3, 13, 9, 11, 0, -0.8, -2, -5
O=C(CCCc1ccccc1)NC1CC1
→ 0, -8, 0, -22, 3, 4, -1.8, -1, 4
Cc1cc(C)c2oc(C(=O)N(Cc3ccccc3)C3CCS(=O)(=O)C3)cc(=O)c2c1 (stereo not drawn)
→ 2, 3, -16, -15, 9, 8, -0.7, 2, -11
COc1ccc(/C=N/Nc2nc(-c3ccc(Cl)cc3)cc(C(F)(F)F)n2)c(OC)c1
→ 0, -8, 0, 14, 5, 2, 0.3, 1, -13
CCCNc1nc(C)cc(-c2cc(C(=O)NCc3ccccc3)on2)n1
→ 1, 13, 4, -8, -4, 0, -0.4, 4, 2
O=C1CN(C(=O)c2ccc(Cl)c([N+](=O)[O-])c2)c2ccccc2N1
→ 1, -17, -2, 5, -1, 13, -2.2, 7, -2
O=C(O)c1ccc(Oc2c(C(F)(F)F)oc3cc(O)ccc3c2=O)cc1
→ 0, 5, 5, 15, 6, 3, 0.0, -1, 2
C=CCn1c(Cn2c(-c3cnccn3)nc3ccccc32)nc2ccccc21
→ -1, 2, 1, nt, nt, -6, nt, 1, 3
COC(=O)c1ccccc1NC(=O)CN(C)S(=O)(=O)c1ccc(OC)c(C)c1
→ 7, 1, 1, 15, -1, -9, -3.8, -3, -5

Next section:
Sequence of screens: M4 ag, CHRM5 antagonist, M4 PAM, CRFBP-R2 block, M1 PAM, CHRM5 PAM, CRFBP-R2 agonist, M5 ag, M4 antag
COc1ccc(CCC(=O)N2c3ccccc3N=C(c3ccc4c(c3)OCO4)C2C(=O)Nc2ccc(OC)cc2)cc1 (stereo not drawn)
→ 3, 2, 5, nt, nt, 3, nt, 1, -1
Cc1ccc(NC(=O)CSc2nnc(NC3CC3)s2)cc1S(=O)(=O)N1CCOCC1
→ 2, 2, 11, -4, 2, 4, 0.5, 1, -8
CCN1CCN(Cc2cccc(Oc3ccc(Cl)cc3)c2)CC1
→ 5, 19, -30, -24, -21, -14, -0.7, -6, 18
O=C(NCCCN1CCCC1=O)[C@H](CSCc1ccccc1)N1Cc2ccccc2C1=O
→ 2, -14, 0, -4, 7, 13, -0.4, 9, -5
CSc1nsc2nc(=O)c(/C=C3\C(C)=Nc4ccc(C)cc43)c(N)n12
→ 7, 6, -9, 18, 3, -11, -0.6, -10, -13
Cc1ccc(S(=O)(=O)N2CCN(CCC#N)CC2)cc1
→ 2, -2, 4, 0, 7, 12, -1.5, -1, 4
COc1ccc(/C(C#N)=C/c2c(-c3ccc(Cl)cc3)nc3c(C)cccn23)cc1
→ 1, -8, 9, -3, 2, 1, 3.7, -5, -9
CCC(=O)Nc1ccc(S(=O)(=O)Nc2cc(C)on2)cc1
→ 0, -4, 0, 15, 1, 3, 0.1, 1, 4
N#Cc1nc(-c2ccco2)oc1N1CCC(Cc2ccccc2)CC1
→ -2, 6, 1, -5, 8, -8, 2.4, -3, -1
COc1ccc(-c2nc(CS(=O)(=O)CC(=O)Nc3cccc(C(C)=O)c3)c(C)o2)cc1
→ 4, 1, -1, -3, -1, 0, 0.4, 1, -9

Other structures.
Sequence of screens: M4 ag, CHRM5 antagonist, M4 PAM, CRFBP-R2 block, M1 PAM, CHRM5 PAM, CRFBP-R2 agonist, M5 ag, M4 antag
COc1ccc(/C(C)=N/Nc2ccc(F)cc2F)c(O)c1
→ 2, 14, 0, -18, 7, -3, -0.9, 0, -1
CC(=O)c1ccc(NS(=O)(=O)c2cc3c(cc2C)N(C)CCO3)cc1
→ 2, 3, -1, -10, 6, 1, -3.2, -3, 10
COc1ccc(CCC(=O)Nc2c(C)n(C)n(-c3ccccc3)c2=O)cc1
→ 0, -3, -3, 12, 6, 3, 1.2, -5, 6
CCCNC(=O)c1ccc(COc2ccc(CCC)cc2OC)o1
→ 0, 5, -5, 27, -1, -5, -3.8, -1, 8
O=C(CC(c1ccccc1)c1ccccc1)Nc1ccc(O)cc1
→ 3, 2, 4, 19, 16, -2, -4.1, 1, -8
O=C(CSc1nnc2ccccn12)NC(=O)Cc1ccccc1
→ 3, 4, 17, -1, 5, -1, 0.3, 2, -5
CN(C)c1ccc(C=c2c3ccccc3n3c2c2ccccc2[n+]3C)cc1
→ 4, 22, -8, -2, -17, -9, -0.5, -7, 33*
CC(C)Cc1nnc(NC(=O)c2cccc(S(=O)(=O)N3CCN(C)CC3)c2)s1
→ 1, 4, 18, 5, 8, 3, 0.8, 2, -10
CC(C)C1NC2(C(=O)c3ccccc3C2=O)C2C(=O)N(c3ccc(F)cc3)C(=O)C12 (stereo not drawn)
→ 0, 6, -7, -2, 3, -4, -1.4, 1, 8
CC1CCCN(C(=O)c2ccc(Cl)c(S(=O)(=O)N3CCCCCC3)c2)C1 (stereo not drawn)
→ 7, 14, 2, -11, 7, -8, 7.5, 12, -8

(cont.)
Sequence of screens: M4 ag, CHRM5 antagonist, M4 PAM, CRFBP-R2 block, M1 PAM, CHRM5 PAM, CRFBP-R2 agonist, M5 ag, M4 antag
COc1ccc(Cl)cc1NC(=O)CN(C)C(=O)Cn1cnc2c1c(=O)n(C)c(=O)n2C
→ 1, -9, 13, -3, 12, -2, -1.4, -3, 4
CCOc1ccccc1C(=O)NC(C)c1ccc(-n2ccnc2)cc1 (stereo not drawn)
→ 3, -14, -3, 16, 0, -1, 0.1, 1, -7
CCN(CC)CCCNC(=S)N(Cc1cccnc1)Cc1cc2cc(C)ccc2[nH]c1=O
→ 0, 8, -10, -4, 5, 0, 2.1, -5, -6
O=C(c1cccc(N2C(=O)c3ccccc3C2=O)c1)N1CCCCCC1
→ 2, 0, 14, 15, 2, 6, -4.5, -3, -12
CC12CCC(C(=O)NCc3ccc(F)cc3)(OC1=O)C2(C)C (stereo not drawn)
→ 6, 5, 2, -2, 8, 0, -0.3, 0, -1
CN(NC1OC(=O)c2ccccc21)c1ccc(C(F)(F)F)cc1[N+](=O)[O-] (stereo not drawn)
→ 1, 3, -2, 17, 14, -4, -0.7, -3, 1
CC(C)NC(=O)N(C)C[C@H]1OCc2cnnn2CCCC(=O)N([C@H](C)CO)C[C@@H]1C
→ 1, 4, -4, -1, 20, -4, -1.0, -1, 7
CCOc1ccc(/C=N/NC(=O)c2[nH]ncc2Br)c(O)c1
→ 3, -7, -1, -9, -2, -4, -3.1, 1, -11
C=C(C)C(=O)Nc1cccnc1Oc1ccc(F)cc1F
→ 1, -4, 12, 11, 7, 5, -0.1, 3, -8
